FLuc inh: inhibitors of firefly (Photinus pyralis) luciferase; 2.5% of 76,000 active; P08659; purified P. pyralis luciferase, luminescence, biochemical; Potency, µM (series often up to 115 µM), without a hit: top-dose activity change, negative = inhibition, hits mostly inhibitors; note: potency is the fitted concentration of half-maximal effect; nearly all actives have a fitted effect of over 65% in size
Target sequence (P08659 whole entry, looked up): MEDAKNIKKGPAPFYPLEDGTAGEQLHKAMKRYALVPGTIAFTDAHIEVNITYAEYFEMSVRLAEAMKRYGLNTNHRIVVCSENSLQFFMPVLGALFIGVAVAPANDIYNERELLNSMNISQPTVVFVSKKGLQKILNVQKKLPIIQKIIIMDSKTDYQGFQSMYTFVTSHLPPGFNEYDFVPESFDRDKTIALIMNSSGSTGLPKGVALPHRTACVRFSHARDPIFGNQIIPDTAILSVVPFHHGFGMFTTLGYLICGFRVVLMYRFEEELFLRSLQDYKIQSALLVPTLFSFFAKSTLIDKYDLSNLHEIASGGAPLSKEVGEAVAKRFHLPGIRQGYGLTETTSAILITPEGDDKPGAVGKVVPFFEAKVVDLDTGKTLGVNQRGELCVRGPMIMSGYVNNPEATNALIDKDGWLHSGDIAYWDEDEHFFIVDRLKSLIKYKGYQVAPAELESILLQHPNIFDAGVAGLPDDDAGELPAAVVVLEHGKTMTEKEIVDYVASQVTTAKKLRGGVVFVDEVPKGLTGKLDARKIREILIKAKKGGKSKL
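Biochemical qHTS: compound (6-point titration) added to 10uM D-luciferin plus 10uM ATP in Tris acetate pH 7.5 buffer with Mg, Tween-20 and BSA, then purified enzyme at 10nM; light output imaged.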
IP6K1 inh: inhibitors of human IP6K1; Q92551; IP6K1 kinase, ADP-Glo luminescence, 2 h; stronger effect = lower value; activity change, % (series mostly up to about 58 µM); 0.81% of 140,000 active; AID 1645851; in the data active = activity change below about -25%
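ADP-Glo luminescence measures ADP made by human IP6K1 during a 2 h RT reaction with ATP/IP6 (mix at 1.3 mM/130 uM); top library doses 57.5 and 19.1 uM final.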
NIH3T3 tox: NIH 3T3 cell cytotoxicity. NIH 3T3 viability, CellTiter-Glo ATP luminescence, 48-72 h. Potency, µM (series often up to 96.7 µM), for the others: at the highest dose activity change, negative = cytotoxicity, most hits filed as inhibitors. 4.3% of 94,000 active. AID 1345082; note: potency is the fitted concentration of half-maximal effect; nearly all actives have a fitted effect of over 55% in size
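NIH 3T3 cells at 400 cells/well received 23 nL of compound by pintool and were incubated 48 or 72 h at 37 °C. Viability was read as ATP-coupled CellTiter-Glo luminescence.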
SNCA viab count: counter-screen for SNCA expression inhibitors: cell viability. HEK-293-SNCA-luc viability, GF-AFC fluorescence, 24 h. Potency, µM (highest dose often 57.1 µM), inactives show top-dose activity change, negative = cytotoxicity, actives largely listed as cytotoxic. 0.12% of 150,000 active. AID 1671193;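 note: potency is the fitted concentration of half-maximal effect; 0% = DMSO-treated cells and -100% = medium-only wells without cells; nearly all actives have a fitted effect of over 30% in size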
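Cytotoxicity counterscreen: after 24 h compound treatment of genome-edited SNCA-luciferase HEK-293 cells, live-cell protease substrate GF-AFC read by fluorescence after 30 min; activity scaled between DMSO (0%) and medium-only (-100%), curves Hill-fitted.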
SNCA expr inhib: SNCA gene expression inhibition | HEK-293 SNCA-luciferase knock-in, luminescence, 24 h | Potency, µM (doses to about 57.2 µM), for inactives: at the highest dose activity change, negative = inhibition, most hits filed as inhibitors | 0.17% of 140,000 active;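 note: potency is the fitted concentration of half-maximal effect; plate controls were DMSO cells for no effect and cell-free wells for full effect; nearly all actives have a fitted effect of over 45% in size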
HEK cytotox: kills HEK 293 cells; Potency, µM (titrated, usually from 115 µM), for inactives: at the top dose activity change, negative = cytotoxicity, most hits filed as inhibitors; 6.6% of 94,000 active; HEK 293 viability, ATP luminescence (CellTiter-Glo), 48-72 h; note: potency is the fitted concentration of half-maximal effect; nearly all actives have a fitted effect of over 60% in size
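ATP-coupled CellTiter-Glo luminescence served as viability read-out, recorded 10 min after reagent addition at room temperature. HEK 293 cells, 250 cells/well, had been incubated with pintool-transferred compound for 48 or 72 hr at 37 degree Celsius.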
GPT2 inhibitor: GPT2 alanine aminotransferase inhibition; Q8TD30; Recombinant GPT2, coupled pyruvate oxidase/HRP Amplex Red fluorescence; Potency, µM (top dose mostly 57.7 µM), without a hit: top-dose activity change, negative = inhibition, most hits filed as inhibitors; 0.25% of 100,000 active; note: potency is the fitted concentration of half-maximal effect; nearly all actives have a fitted effect of over 60% in size; many of its hits are not listed in these tables
Target sequence (Q8TD30 whole entry, looked up): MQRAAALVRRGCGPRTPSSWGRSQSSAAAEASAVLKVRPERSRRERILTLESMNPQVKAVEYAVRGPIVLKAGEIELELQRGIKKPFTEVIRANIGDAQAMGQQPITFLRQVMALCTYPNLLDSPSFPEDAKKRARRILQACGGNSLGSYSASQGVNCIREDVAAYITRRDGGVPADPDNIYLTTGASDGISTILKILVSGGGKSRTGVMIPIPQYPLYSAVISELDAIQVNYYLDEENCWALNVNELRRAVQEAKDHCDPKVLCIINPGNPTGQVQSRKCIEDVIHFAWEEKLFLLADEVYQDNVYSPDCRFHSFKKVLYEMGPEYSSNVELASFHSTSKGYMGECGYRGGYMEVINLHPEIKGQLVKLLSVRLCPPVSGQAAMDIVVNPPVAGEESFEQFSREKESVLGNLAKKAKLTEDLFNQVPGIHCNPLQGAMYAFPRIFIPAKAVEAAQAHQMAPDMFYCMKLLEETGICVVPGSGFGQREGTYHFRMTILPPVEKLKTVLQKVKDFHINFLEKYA
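Recombinant GPT2 (10ng/uL) with 250uM a-KG and 2mM L-alanine, 30 min at room temperature, in HEPES pH 7.5 buffer. Pyruvate detected by pyruvate oxidase/HRP/Amplex Red fluorescence after 30 min in the dark; AOA (50uM) as positive control.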
Active calls of the source: *; i = inactive; ? = inconclusive; nt = no result given; & = joins results of further samples; [ ] = remark or other dose. Unless noted, calls come from the whole dose curve; as a rule, active = well fitted curve in the direction sought with a large enough effect; inconclusive = small, poorly fitted or top-dose-only effect, or another doubt; inactive = no such curve, though single readings can be large; an effect the other way counts as inactive or inconclusive. Unless noted, % is set by controls: 0 for no effect and ±100 for the full control effect. This is a subset. The share of hits here may be higher or lower than overall.

smiles | FLuc inh | IP6K1 inh | NIH3T3 tox | SNCA viab count | SNCA expr inhib | HEK cytotox | GPT2 inhibitor
C=C1C(OC2OCC(O)C(O)C2O)CC2C(C)(C)C(O)CCC2(C)C1CC/C(C)=C\CO (stereo not drawn) | nt | -4 | nt | 4%[23.9 µM] | nt | nt | 2%[27.3 µM]
CCc1nc2c(c(-c3ccc(Cl)cc3)n1)CCN(Cc1ccnn1C)CC2 | 1% | -2 | -9% | -2% | 20% | ? | 0%
Cc1c(CC(=O)NCc2ccon2)c2c(n1Cc1ccccc1F)CCCC2=O | 0% | 0 | ? | 0% | 0% | -4% | ?
Cc1ccc(NC(=O)N(Cc2cn(C)c3ccccc23)C2CCCCC2)cc1C | nt | -10 | nt | ? | 105%[activator] | nt | nt
CC(C(=O)NCc1ccc(N2CCOCC2)cc1)C1CCOCC1 (stereo not drawn) | -9% | 17 | 4% | -4%[12.5 µM] | 40%[activator] | 5% | -9%
COc1ccc(-n2nc(C3CCCN(C(=O)C4CC4)C3)[nH]c2=O)cc1 (stereo not drawn) | -1%[172 µM] | 3 | -10%[138 µM] | 1%[87.6 µM] | 14%[87.6 µM] | -2%[172 µM] | i
CCCN(C(=O)c1cc2c(s1)-c1ccccc1SC2)c1ccccc1F | nt | -20 | nt | -11% | -7% | nt | nt
Cc1ccccc1CNCc1c(C(=O)O)c(C)n(Cc2ccc(F)cc2Cl)c1C | nt | -6 | nt | 0% | 25% | nt | nt
Cc1cccc(CS(=O)(=O)c2ncc(Cl)c(C(=O)Nc3nc4ccc(F)cc4s3)n2)c1 | nt | -22 | nt | -3% | ? | nt | nt
COc1ccccc1-c1cc(C(=O)NCCc2ccc(Cl)cc2)nn2cccc12 | nt | 10 | -19% | 14% | 3% | -24% | -3%
CCOC(=O)C1C(=O)NCC12CCN(C(=O)c1ccc(C(C)(C)C)cc1)CC2 (stereo not drawn) | nt | 17 | -20% | nt | nt | ? | nt
Cc1ccc(NC(=O)CCC[C@H]2NC[C@@H]3C[C@H]2CN(Cc2ccccc2)C3)cc1 | -1% | -6 | ? | 5% | 3% | ? | 4%
Cc1cc2nc3n(c(=O)c2n1CC(=O)Nc1ccc(F)cc1F)CCCCC3 | 10% | 0 | ? | -15% | 3% | ? | 1%
COc1ccc(N2CCOC3CCN(Cc4ccc(C(C)C)cc4)CC3C2=O)cc1 (stereo not drawn) | -1%[172 µM] | -16 | ? | -5%[87.6 µM] | -25%[87.6 µM] | ? | -11%[88.5 µM]
COC(=O)c1cccc(NC(=S)N[C@H]2CO[C@H]3[C@@H]2OC[C@H]3OC(=O)Nc2cccc3ccccc23)c1 | 7% | -1 | ? | -14% | ? | ? | 3%
CN(Cc1ccccc1)C(=O)[C@H]1O[C@H](CCN2CCN(c3ccccc3)CC2)CC[C@@H]1O | -5% | 6 | -6% | -9% | -9% | ? | -1%
O=C(c1ccc(F)cc1)N1CCC(N2CCCCCC2=O)CC1 | -8%&-9%[172 µM] | 12&9 | -11%&-18%[138 µM] | 2%&1%[87.6 µM] | -1%&-3%[87.6 µM] | -6%&-3%[172 µM] | ?
Clc1ccccc1OCCSc1nnc(-c2cccs2)o1 | nt | -8 | nt | -5% | 36%[activator] | nt | nt
CN(Cc1cccnc1)C1CN(C(=O)c2ccccc2F)C1 | nt | 1 | i | 0% | 21% | 0% | 3%
O=C(CCn1ccn2nc3c(c2c1=O)CCCC3)Nc1cccc(Cl)c1F | -7% | 3 | -21% | 6% | -9% | ? | i
COc1ccc(OC)c(-c2cnc3[nH]cc(CC(N)=O)c3c2)c1 | 13%[172 µM] | -22 | ? | 11%[87.6 µM] | 10%[87.6 µM] | -26%[172 µM] | -8%[88.5 µM]
COc1ccc(S(=O)(=O)N2C[C@@H](F)C[C@H]2C(=O)N2CCCCC2)cc1 | 8% | -6 | ? | -6% | 2% | 5% | -2%
COC(=O)COc1ccc(CC2C(=O)NCCc3ccccc3OCC(=O)N2C)cc1 (stereo not drawn) | nt | 6 | -10% | nt | nt | ? | nt
CCc1ccc(NC(=O)Cn2c(=O)n(Cc3ccco3)c(=O)c3cccnc32)cc1 | nt | 13 | nt | 1% | -9% | nt | nt
N#Cc1cccc(C(=O)NC2CCc3n[nH]c(=O)n3CC2)c1 (stereo not drawn) | 2% | -5 | 2% | -6% | -25% | -13% | i
COc1ccc(S(=O)(=O)NCC(c2ccc(N(C)C)cc2)N2CCc3ccccc32)cc1 (stereo not drawn) | nt | -10 | nt | 6% | -21% | nt | nt
Cc1ccccc1N1CCN(C2CCCN(Cc3ccc(C#CC(C)(C)O)cc3)C2)CC1 (stereo not drawn) | -14% | -10 | -22% | 4% | -3% | ? | i
O=C(C1CCN([S+](=O)([O-])c2cccc(C(F)(F)F)c2)CC1)N1CCC(N2CCOCC2=O)CC1 | nt | -7 | -28% | 10% | ? | ? | ?
Cc1oc(-c2cccc(Cl)c2)nc1CN1CCC(C(=O)NCCCN2CCN(c3cccc(Cl)c3)CC2)CC1 | nt | -12 | nt | 4% | ? | nt | nt
Cc1ccc(C2CC(=O)n3nc(-c4ccc(F)cc4)nc3S2)cc1 (stereo not drawn) | nt | -21 | nt | 4% | 16% | nt | nt
CCOC(=O)c1sc2ccccc2c1S(=O)(=O)Nc1ccc(OC)c(Cl)c1 | nt | 1 | nt | -22% | 24% | nt | nt
O=C(C1CCCC1)N1CCn2c(nn(-c3ccc([N+](=O)[O-])cc3)c2=O)C1 | -11% | 4 | ? | 7% | 28% | ? | ?
CC(C)CCN1CCc2c(sc3ncnc(N4CCOCC4)c23)C1 | -1% | 7 | ? | -13% | -16% | ? | i
CC(=O)OC[C@@H]1O[C@@H](n2ccc(=O)[nH]c2=O)[C@H](OC(C)=O)[C@H]1OC(C)=O | nt | nt | nt | ? | ? | nt | i
COc1cccc(CN2CCC(c3nn(Cc4ccccc4)c(=O)[nH]3)CC2)c1 | -5% | 11 | 5% | -7% | 7% | -16% | i
O=C(C1CCC1)N1CCc2cc(S(=O)(=O)N3CCN(c4ccccc4)CC3)ccc21 | nt | -15 | nt | 9% | 16% | nt | nt
CN1CCC(OC2CCN(S(=O)(=O)c3cccc(Br)c3)CC2)CC1 | 21% | -6 | ? | 9% | -28% | ? | 2%
COc1ccc(C)cc1NC(=O)N1CC(C)Sc2ccccc21 (stereo not drawn) | nt | 4 | nt | 7% | 14% | nt | nt
O=C(CCC[C@@H]1[C@H]2CCCN3CCC[C@@H](CN1C(=O)C1CCOCC1)[C@@H]23)NCc1ccccc1 | 10% | -15 | 3% | 2% | 13% | 12% | i
COc1ccc(-c2cc3nc(C)c(CCC(=O)NCCc4ccc(Cl)cc4)c(C)n3n2)c(OC)c1 | nt | 25 | nt | 11% | -8% | nt | nt
Cc1ccc(N2C(=S)N[C@H]3[C@@H](O)[C@H](O)C[C@@H](C(=O)NCc4cccs4)[C@H]32)cc1Cl | ? | 2 | ? | 5% | ? | 79µM* | 1%
Cc1cc(C(F)(F)F)nn1CC(=O)NCC1Cn2cccc2CN1Cc1ccccc1 (stereo not drawn) | 0% | 10 | ? | 3% | 4% | ? | ?
COc1ccc(C)cc1NC(=O)c1ccc2c(c1)N(C)C1CCCN1C2=O (stereo not drawn) | ? | 22 | -11% | -7%[12.5 µM] | 10% | ? | -1%
COc1cc(OC)cc(C(=O)N2CCC(Cc3nc(-c4ccccc4)no3)CC2)c1 | 0% | -3 | ? | -2% | 9% | ? | i
COc1ccc(CNc2ncnc3c2CN(c2ccccc2C)C(=O)CN3C)cc1 | -7% | -10 | -12% | 4% | 0% | 1% | ?
O=C(c1ccc2cc[nH]c2c1)N1CCC(n2cc(-c3nc(-c4ccccc4)no3)nn2)CC1 | ? | 15 | ? | 4% | 135%[activator] | 40µM* | i
O=C1CCN(Cc2ccc(O)cc2)CCCC(c2nc(-c3cccnc3)no2)CCN1 (stereo not drawn) | -8% | 8 | -1% | -6% | -3% | -25% | -5%
CCOc1ccc(C2c3c(oc4ccc(C)cc4c3=O)C(=O)N2CCCN(C)C)cc1 (stereo not drawn) | nt | 36 | nt | 7% | 36%[activator] | nt | nt
CCN(c1cccc(C)c1)S(=O)(=O)c1ccc(N2CCCCS2(=O)=O)cc1 | nt | -1 | nt | 11% | 33%[activator] | nt | nt
CCc1nc(-c2c3n(c(=O)n(Cc4ccc(C#N)cc4)c2=O)CCCC3)no1 | 0% | 13 | 3% | -3% | 7% | 7% | i
CCOC(=O)c1c(S(=O)(=O)NCC(=O)Nc2ccc(C)c(Cl)c2)c(C)n(C)c1C | nt | 5 | nt | 4% | -15% | nt | nt
Cc1c(Cl)cccc1NC(=O)Cn1nc(C)c2sc3ccccc3c2c1=O | nt | 0 | nt | 3% | 0% | nt | nt
CCN(CC)Cc1cnc2c(C(=O)N3CCCCCCC3)cnn2c1 | 0% | -5 | -1% | -2% | 10% | 5% | 1%
COc1ccc(C(=O)N2CC[C@@H]3CN(S(C)(=O)=O)[C@@H]3C2)c(OC)n1 | -14% | 3 | -33% | -9%[12.5 µM] | 6% | -12% | i
CC(C)CN1CCN(C2CCOC3(CCN(C(=O)Cc4cccc(F)c4)CC3)C2)CC1 (stereo not drawn) | nt | 20 | ? | 6% | 17% | ? | -6%
Cc1ccc(NC(=O)C2CCCN2S(=O)(=O)c2ccc3c(c2)C(C)(C)C(=O)N3C)cc1 (stereo not drawn) | nt | 18 | nt | 0% | -5% | nt | nt
CCc1nn(CC(=O)N2CCCCC2)c(=O)c2cc3sc(C)cc3n12 | nt | 19 | nt | 3% | 22% | nt | nt
Cc1ccc(CNC(=O)c2c(Nc3c(C)cccc3C)sc(C(=O)c3ccccc3)c2N)cc1 | nt | -18 | nt | -15% | -28% | nt | nt
Cn1ccnc1C(=O)N1CC[C@H]2C(=O)NCCCCCCN(Cc3ccncc3)[C@@H]2C1 | 0% | 21 | -13% | 0% | -13% | 2% | i
O=C(NCc1nnc2n1C(C(=O)NCc1ccc(F)cc1)CC2)c1cccnc1 (stereo not drawn) | nt | -7 | i | -1% | -11% | 0% | 3%
CN(C)C[C@@H]1CN(C)C[C@H]1NC(=O)c1cc(Cl)ccc1F | 0% | -4 | -4% | 5% | 1% | -17% | i

Whole records from above.
Entry for COc1ccc(C)cc1NC(=O)N1CC(C)Sc2ccccc21 (stereo not drawn) → FLuc inh: nt; IP6K1 inh: 4; NIH3T3 tox: nt; SNCA viab count: 7%; SNCA expr inhib: 14%; HEK cytotox: nt; GPT2 inhibitor: nt
Entry for COc1ccc(S(=O)(=O)NCC(c2ccc(N(C)C)cc2)N2CCc3ccccc32)cc1 (stereo not drawn) → FLuc inh: nt; IP6K1 inh: -10; NIH3T3 tox: nt; SNCA viab count: 6%; SNCA expr inhib: -21%; HEK cytotox: nt; GPT2 inhibitor: nt
